Source: PubChem
PL biosyn Enam: animal cell phospholipid biosynthesis inhibition, Enamine screen; ZR-82 CHO cells, pyrene fatty acid UV survival, CellTiter Blue; peroxisome-deficient CHO-K1 mutant line; plus DGAT-1, DGAT-2 and ACAT inhibitors; calls only at 10 µM; 20,000 tested, 0.4% active; AID 1347385;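 active = cell survival signal 2 SD away from solvent-only control wells, confirmed on one or two retests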;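 note: 3 h compound exposure then viability read about one day after UV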
Calls only; i = inactive; + = active, no number. Not all compounds are listed, so the mix of outcomes need not match the whole.

SMILES | PL biosyn Enam
O=S(=O)(NC1=NCCCCC1)c1ccc(F)cc1 | i
CCCN(CCC)C1=CC(=O)C(C(C)(C)C)=CC1=O | i
O=C(CSc1nnc(C2CC2)n1C1CC1)N1N=C(c2cccs2)CC1c1ccco1 (stereo not given) | i
COCCN=c1scc(-c2ccc(OC)cc2)n1/N=C/c1ccc2c(c1)OCCO2 | i
c1csc(-c2nn3cnnc3c3ccccc23)c1 | i
Cc1c2ccccc2[nH]c2c1oc1cc(=O)ccc12 | i
O=S(=O)(NCc1ccc2c(c1)OCO2)c1ccc2c(c1)CCCC2 | i
c1ccc(CN(Cc2ccccc2)c2ncnc3nc[nH]c23)cc1 | i
CCCCNC(=S)N(C)/N=C/c1c(F)c(F)c(F)c(F)c1F | i
CC(=O)Oc1ccc2c(=O)c(Oc3ccc(I)cc3)c(C(F)(F)F)oc2c1C | i
Cc1cc(Sc2ncnc(N)c2[N+](=O)[O-])ncn1 | +
Cc1cc(NS(=O)(=O)c2ccc(NS(C)(=O)=O)cc2)no1 | i
NC(=O)c1ccsc1NC(=O)CN1CCCC1c1cccs1 (stereo not given) | i
CC1(C)C2CC=C(/C=N/Nc3ccccc3[N+](=O)[O-])C1C2 (stereo not given) | i
Cc1noc(C)c1CC(=O)NCC12CC3CC(CC(C3)C1)C2 | i
O=S(=O)(c1ccccc1F)N1CCc2ccccc2C1 | i
COc1ccc(-c2c[n+]3c(n2-c2ccc(Br)cc2)CCc2ccccc2-3)cc1 | i
Cc1cc2c(cc1Br)C(O)(C(F)(F)F)C(=O)N2 (stereo not given) | i
O=C(OC1c2ccccc2-c2ccccc21)c1cc(Br)c(Br)s1 | i
COc1ccc(C2Nc3ccccc3-c3nc4ccccc4n32)cc1O (stereo not given) | i
c1ccc2oc(-c3csc(N4CCCC4)n3)cc2c1 | i
Cc1nn(CC(=O)N2CC3(C)CC2CC(C)(C)C3)c(C)c1[N+](=O)[O-] (stereo not given) | i
O=S(=O)(Oc1c(I)cc(Cl)c2cccnc12)c1cc(C(F)(F)F)ccc1Cl | i
COc1ccc2ccccc2c1/C=N/N=c1\sc2ccccc2n1C | i
Fc1ccc(N/N=C/c2ccc3c(c2)OCO3)c(F)c1 | i
O=C(CN1C(=O)NC2(CCCC2)C1=O)N1CCN(C(=O)c2ccco2)CC1 | i
FC(F)Oc1ccccc1C=NC1=NN(c2cccc(C(F)(F)F)c2)CC1 | i
O=S(=O)(c1ccc2c(c1)CCC2)N1CCN(c2ncnc3ccccc23)CC1 | i
Cc1sc2nc(-c3cccs3)nc(N3CCN(c4ncccn4)CC3)c2c1C | i
CCOC(=O)/C(C/C(C(=O)OCC)=C1/NC(=O)CS1)=C1\NC(=O)CS1 | i

10 structures from above, sorted by length of the SMILES, lowest first:
SMILES | PL biosyn Enam
c1ccc2oc(-c3csc(N4CCCC4)n3)cc2c1 | i
Cc1cc2c(cc1Br)C(O)(C(F)(F)F)C(=O)N2 (stereo not given) | i
COc1ccc2ccccc2c1/C=N/N=c1\sc2ccccc2n1C | i
COc1ccc(C2Nc3ccccc3-c3nc4ccccc4n32)cc1O (stereo not given) | i
O=C(OC1c2ccccc2-c2ccccc21)c1cc(Br)c(Br)s1 | i
FC(F)Oc1ccccc1C=NC1=NN(c2cccc(C(F)(F)F)c2)CC1 | i
O=S(=O)(c1ccc2c(c1)CCC2)N1CCN(c2ncnc3ccccc23)CC1 | i
O=C(CN1C(=O)NC2(CCCC2)C1=O)N1CCN(C(=O)c2ccco2)CC1 | i
O=S(=O)(Oc1c(I)cc(Cl)c2cccnc12)c1cc(C(F)(F)F)ccc1Cl | i
Cc1nn(CC(=O)N2CC3(C)CC2CC(C)(C)C3)c(C)c1[N+](=O)[O-] (stereo not given) | i

Next part.
SMILES | PL biosyn Enam
O=C(N=C1N=C2C=CC=CN2Cc2ccccc21)C12CC3CC(CC(C3)C1)C2 | i
O=C(O)C1C2C=CC3(CN(c4ccccc4)C(=O)C13)O2 (stereo not given) | i
Cc1ccc(C)c(N=Nc2c(C)[nH]c3ccccc23)c1 | +
COc1cc(/C=N/n2cn[nH]c2=S)cc(OC)c1OC | i
CCOc1ccc(Br)cc1S(=O)(=O)NC1CC(C)(C)NC(C)(C)C1 | i
O=C(OCc1nc(-c2cccs2)no1)c1cc2c(s1)CCC2 | i
O=[N+]([O-])c1cc(S(=O)(=O)C(F)(F)F)ccc1N1CCN(c2ccccn2)CC1 | i
Cc1cc(C)c2nc(-n3nc(C)cc3N)cc(C)c2c1 | i
CCCCCCCCCCCCCCCCCC(=O)NC(N1CCOCC1)C(Cl)(Cl)Cl (stereo not given) | i
FC(F)(F)c1ccccc1/C=N/N=C(c1ccccc1)c1ccccc1 | i
CC(C)C(C)NC(=O)CSc1ncnc2sc3c(c12)CCC3 (stereo not given) | i
O=c1c(Cl)c(N2CCN(C3CCS(=O)(=O)C3)CC2)cnn1-c1nc2ccccc2[nH]1 (stereo not given) | i
COc1ccc(C2(O)CN(c3ccccc3)C3=[N+]2CCS3)cc1OC (stereo not given) | i
CC(C)CCOc1ccc(CO[C@@H]2[C@H]3OC(C)(C)O[C@H]3O[C@@H]2C(O)CO)cc1 (stereo not given in full) | i
Cn1c(N)c(C2=NCCC2)c(=O)n1-c1ccccc1 | i
O=C(O)CCN1CCSC1=O | i
CC1c2cccn2CCN1S(=O)(=O)c1c(Cl)cc(Br)cc1Cl (stereo not given) | i
Cc1ccc(/C=N/NC(=O)C(=O)N/N=C/c2ccc(C)o2)o1 | i
CC(C)(C)C1CCc2c(sc(NC(=S)NC(=O)c3ccco3)c2C(N)=O)C1 (stereo not given) | i
CC1=C/C(=N/NC(=S)Nc2cc(C)ccc2C)CC1 | i
Fc1ccccc1OCc1n[nH]c(=S)o1 | i
Cc1cc(C(=O)CSc2nnc(C3CCCCC3)o2)c(C)n1C1CC1 | i
Nc1c2c(nc3ccccc13)CCCC2 | i
O=S(=O)(Nc1nc2ccc(F)cc2s1)c1ccc(F)cc1 | i
COc1ccc(S(=O)(=O)Oc2ccc([N+](=O)[O-])cc2)cc1 | i
COc1ccc(Br)cc1S(=O)(=O)Nc1ccc2c(c1)OCCO2 | i
Cc1ccc(S(=O)(=O)NCCN2CCOCC2)s1 | i
CCN1C(=Cc2cc(C)[n+](CCCn3ccnc3)c(C)c2)Sc2ccccc21 | i
CCN(CC(=O)NC(C)C)C(=O)C12CC3CC(CC(Cl)(C3)C1)C2 | i
Cc1[nH]c2ccccc2c1/C=N/n1c(-c2ccc(Br)s2)csc1=NC1CC1 | i
c1ccc(Cc2nnc(SCc3cccc4ccccc34)o2)cc1 | i
OC1CCCN(Cn2nc(CSc3nc4ccccc4s3)n(-c3ccccc3)c2=S)C1 (stereo not given) | i
CCCNC(=O)NNC(=O)C12CC3CC(CC(C3)C1)C2 | i
CN(CC1COc2ccccc2O1)C(=O)CN1C(=O)c2ccccc2S1(=O)=O (stereo not given) | i
O=C(c1cnc(N2CCCC2)s1)c1sc2cc(Cl)cc(Cl)c2c1Cl | i
C=CCNC(=O)c1cc2c(=O)n3ccccc3nc2s1 | i
Fc1cccc(C2C=C(c3ccc(Cl)cc3)Nc3ncnn32)c1 (stereo not given) | i
c1ccc2oc(CSc3nnnn3C3CC3)nc2c1 | i
Nc1cc(S(=O)(=O)N2CCCCC2)ccc1S | i
O=c1[nH]c(CN(CCCN2CCOCC2)Cc2nc3ccsc3c(=O)[nH]2)nc2ccsc12 | i
NC(=O)NC(=O)COC(=O)c1ccc([N+](=O)[O-])o1 | i
CCOC(=O)c1c(C)[nH]c(C(=O)COc2ncnc3sc(C)c(C)c23)c1C | i
Fc1ccc(F)c(Nc2nc(CSc3ccc(Cl)cc3)nc3sc4c(c23)CCC4)c1 | i
Cc1cc(NC(=O)OCC(F)(F)F)no1 | i
c1ccc2c(Oc3ccc4c(c3)OCO4)nncc2c1 | i
C/C(=N\Nc1ccc([N+](=O)[O-])cc1[N+](=O)[O-])c1ccc(-n2nncc2C(C)(C)C)cc1 | i
COCCNP1(=O)C=C(c2ccccc2)SC(c2ccccc2)=C1 | i
CCOC(=O)c1c(NC(=O)COC(=O)C(C)NC(N)=O)sc(C(C)=O)c1C (stereo not given) | i
CC(C)CN1C(=O)CNC1=S | i
CNC(=S)NN(c1ccccc1)c1ccccc1 | i

(continued)
SMILES | PL biosyn Enam
Oc1ccc(N=Nc2ccc(-c3ccc(C(F)(F)C(F)(F)C(F)(F)F)cc3)cc2)c(F)c1 | i
c1ccc(-n2ncc3c2ncn2cnnc32)cc1 | i
Cc1sc2ncnc(N3CCCCCC3)c2c1C | i
Cc1nccn1CC(O)Cn1c2ccccc2c2ccccc21 (stereo not given) | i
CC(Nc1ncccn1)C1CC2CCC1C2 (stereo not given) | i
c1ccc(-c2nnn(CN3CCN(c4ncccn4)CC3)n2)cc1 | i
OCCCNc1ncnc2sccc12 | i
COC(=O)c1c(NC(=O)CCC2CCCC2)sc2c1CCC2 | i
CC1=C(C)C(=O)C(N2CCOCC2)=CC1=O | i
COC(=O)CCNCCCOC(C)C | i

Overlap with the part before: 2 compounds, followed by the next part.
SMILES | PL biosyn Enam
CC1=C(C)C(=O)C(N2CCOCC2)=CC1=O | i
COC(=O)CCNCCCOC(C)C | i
CC(=O)CSc1nc2sc3c(c2c(=O)n1CC(C)C)CCCC3 | i
Cc1nn(-c2ccccc2)c(C)c1P(=Nc1ccc(F)cc1)(c1ccccc1)N1CCCC1 (stereo not given) | i
COC(=O)/C=C1\SC(=Nc2cc(OC)ccc2OC)NC1=O | i
O=C1CCC2(C(=O)O)Sc3ccccc3N12 (stereo not given) | i
O=C1c2ccccc2C2Nc3cccc4cccc(c34)N12 (stereo not given) | i
CCOC(=O)c1c(N=CC2=C(O)CC(C)(C)CC2=O)sc(C)c1-c1cccs1 | i
Cc1c2c(nc3c1oc1ccccc13)CCc1ccccc1-2 | i
Cc1cc(C(=O)CSc2nnnn2C)c(C)n1C | i
CC1CC2(CCCCC2)NC(C)c2ccccc21 (stereo not given) | i
S=C(N/N=C/c1ccc2ncccc2c1)Nc1cccnc1 | i
Fc1ccc2c(c1F)n1c3c(c(-c4ccc(Cl)cc4)cn23)CCCC1 | i
Cc1cc(C(=O)CSc2nnnn2C2CCCC2)c(C)s1 | i
CC1(C)COC(N2c3ccccc3Sc3ccccc32)=N1 | i
Cc1c(-c2csc(N)n2)sc2ccccc12 | i
CCn1c(SCc2c(C)noc2C)nc2sc3c(c2c1=O)CCC(C)C3 (stereo not given) | i
NC(=S)Nc1ccc(OC(F)F)cc1 | i
CC(C)OC(=O)c1cc2c(=O)[nH]c(C(Cl)(Cl)Cl)nc2o1 | i
c1csc(-c2noc(CSc3nnnn3C3CC3)n2)c1 | i
COc1cc(-c2nc3c([nH]2)-c2cccc4cccc-3c24)cc(OC)c1OC | i
Nc1cc(SC(F)(F)C(F)(F)C(F)(F)F)cc2c1OCC(=O)N2 | i
C=CCn1c(SCC(=O)N(C)C2CCCCC2)nc2sc3c(c2c1=O)CCCC3 | i
O=C(OCc1cc2c(cc1Br)OCO2)C1CC2CCCC(C1)C2=O (stereo not given) | i
Oc1c(Br)cc(/C=N/Nc2ccccn2)cc1Br | i
O=C(Cn1cnc2sccc2c1=O)c1ccc(Cl)s1 | i
c1ccc2[nH]c(-c3ccnc4ccccc34)nc2c1 | i
COc1cccc(Nc2nn(-c3ccc(F)cc3)c(=S)s2)c1 | i
O=c1cc(CSc2nncs2)nc2sccn12 | i
Cn1cnc2c1c(=O)n(CCCSc1n[nH]c(-c3cccs3)n1)c(=O)n2C | i
CC1Cc2ccccc2N1C(=O)C12CCC(C)(C(=O)C1)C2(C)C (stereo not given) | i
CN1C(=O)N(CC(=O)Nc2sccc2C(N)=O)C(=O)C12CCCCC2 | i
COC(=O)c1c(N)sc2c1CCC(C(C)(C)C)C2 (stereo not given) | i
CC(C)(CNS(=O)(=O)c1ccc(Br)s1)N1CCOCC1 | i
OCc1c[nH]c2ccccc12 | i
CC1=C(C(=O)OC(C)C)C(c2cccs2)NC(=S)N1 (stereo not given) | i
CSc1[nH]c(=O)cc(C)c1C(=O)O | i
O=C(NC(O)C(Cl)(Cl)Cl)C12CC3CC(CC(C3)C1)C2 (stereo not given) | i
NC1=NN=C(c2ccccc2)CS1 | i
CNC(=S)N/N=C/c1sc(N2CCCCC2)nc1-c1cccs1 | i
CC1=C(C)/C(=N\OS(=O)(=O)c2ccccc2)C=C(Br)C1=O | i
c1cncc(Oc2nc(-c3cccnc3)nc3ccccc23)c1 | i
CC1CCC2(CC1)NC(=O)N(CN1CCN(S(=O)(=O)c3cccs3)CC1)C2=O (stereo not given) | i
Cc1[nH]c2ccccc2c1C(c1c(C)[nH]c2ccccc12)C(C)C | i
O=C(O)CSc1cc(Cl)ccc1Cl | i
S=C(NCc1ccccc1)N/N=C1\CC2CC=CC12 (stereo not given) | i
CCOC(=O)/C=C1\CCC=C1N1CCOCC1 | i
NC(=S)N/N=C(/C(=O)c1ccccn1)c1ccccn1 | i
COc1ccc(CN(C)Cn2nc(-c3ccc(OC)cc3)oc2=S)cc1 | i
O=S(=O)(c1ccc(Cl)s1)N1CCC2(CC1)OCCO2 | i
NC(=S)c1ccc(F)cc1 | i
NC(=O)N1CCCC1C(=O)O (stereo not given) | i

Going on with the list.
SMILES | PL biosyn Enam
Nc1ncnc(Sc2nnnn2-c2ccccc2)c1[N+](=O)[O-] | i
Fc1ccc(-c2cnc(CSc3nnnn3C3CC3)o2)cc1 | i
COc1cc(N)c([N+](=O)[O-])cc1OC | i
Cc1nn(CC(=O)NC(C)C)c(C)c1S(=O)(=O)NC(C)(C)C | i
Cc1noc(C)c1C(=O)OCC(=O)c1cc(C)n(Cc2ccco2)c1C | i
CCOC(=O)N1CCN(c2ncnc3sc4c(c23)CCCCC4)CC1 | i
Nc1cccc(-n2nncc2C23CC4CC(CC(C4)C2)C3)c1 | i
